# Eya2 phos inh – inhibitors of human Eya2 phosphatase activity; O00167; recombinant Eya2, OMFP fluorescence dephosphorylation (OMFP is methylfluorescein phosphate); Potency, µM (highest dose often 76.9 µM), for the others: top-dose activity, negative = inhibition, most hits filed as inhibitors; 0.006% of 330,000 active; AID 488837; further: potency means the concentration at half of the fitted maximal effect; on the % scale 0 is the no-effect control and ±100 the full control effect
#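 Eya2 (0.2 uM) preincubated 10 min at ambient with compound, then OMFP substrate added at 50 uM; 10 min reaction in 50 mM HEPES pH 7.5, 50 mM NaCl, 5 uM MgCl2, 0.05% BSA, 1 mM DTT. Fluorescence read at Ex 485/Em 525 nm.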
# USP2a block – blocks human ubiquitin-specific protease USP2a; O75604; USP2 core, Ub-CHOP2 coupled fluorogenic reporter, 485/531; Potency, µM (series often up to 38.3 µM), for the others: at the highest dose activity change, negative = inhibition, hits mostly inhibitors; 0.01% of 330,000 active; AID 463254;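 further: potency means the concentration at half of the fitted maximal effect; plate controls were DMSO wells for no effect and full inhibition by NEM control for full effect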
# Target sequence (O75604 whole entry, looked up): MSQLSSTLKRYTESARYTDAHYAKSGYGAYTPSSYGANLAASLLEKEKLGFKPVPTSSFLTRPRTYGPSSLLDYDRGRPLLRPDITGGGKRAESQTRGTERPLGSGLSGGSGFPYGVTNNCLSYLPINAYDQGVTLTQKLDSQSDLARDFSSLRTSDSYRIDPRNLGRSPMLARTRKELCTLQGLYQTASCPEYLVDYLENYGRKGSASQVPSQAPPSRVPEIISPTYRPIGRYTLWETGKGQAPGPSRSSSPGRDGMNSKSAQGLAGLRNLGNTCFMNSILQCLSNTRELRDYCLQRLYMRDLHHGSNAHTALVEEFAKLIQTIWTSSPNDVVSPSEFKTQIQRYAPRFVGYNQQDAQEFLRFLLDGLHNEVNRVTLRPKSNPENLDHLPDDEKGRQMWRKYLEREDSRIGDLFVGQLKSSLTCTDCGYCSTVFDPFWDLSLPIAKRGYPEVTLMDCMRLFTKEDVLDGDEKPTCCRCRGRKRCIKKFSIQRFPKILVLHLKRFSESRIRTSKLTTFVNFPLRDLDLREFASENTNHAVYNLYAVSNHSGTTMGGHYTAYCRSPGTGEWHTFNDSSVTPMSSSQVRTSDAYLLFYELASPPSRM
#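 Deubiquitinase activity read as fluorescence (485/531 nm) after Ub-CHOP2 cleavage activates the enterokinase reporter on its substrate; USP2 core 10nM, Ub-CHOP2 and substrate 25nM each, 30min compound preincubation then 60min RT; data normalized to NEM, curves fitted.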
# A-T KAP1 phos – potential ataxia-telangiectasia treatments restoring KAP-1 phosphorylation; […] A-T fibroblasts, KAP-1 phosphorylation AlphaLISA; neocarzinostatin DNA damage 30 min before lysis; Potency, µM (doses to about 57.5 µM), for the others: at the top dose activation, most hits filed as activators; 0.19% of 320,000 active; further: potency means the concentration at half of the fitted maximal effect; % of control where 0% means no effect; nearly all actives have a fitted effect of over 45% in size
#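 hTERT-immortalized A-T patient fibroblasts ([…]), 500 cells/well in OPTI-MEM, 1% FBS, got compounds for 60 min, then NCS for 30 min at 37C. Lysates were then assayed for phospho-KAP-1 by AlphaLISA (anti-pKAP1 donor, anti-KAP1 acceptor beads), 6 hr at 25C.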
# KCNH2 WT inh – blocks the wildtype human KCNH2 potassium channel | activity change, % at 1.84 µM | AID 720551 | U2OS, BacMam KCNH2, thallium flux FluxOr; stronger effect = lower value | 0.37% of 340,000 active;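 active means maximum activity change below -70%; inconclusive means maximum activity change between -70% and -50%; inactive means maximum activity change above -50%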; further: on the % scale 0 is the no-effect control and ±100 the full control effect
#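 U2OS cells were transduced with wild-type KCNH2 virus (2.03 x 10^8 / mL) for 4 h at room temperature, then cultured overnight at 37 C. Thallium flux was read with FluxOr dye. Rate constants were normalized to DMSO controls.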
# TCR act – T cell receptor activation. primary human leukocytes, anti-CD3, IL-2 HTRF, 48 h. Potency, µM (top dose mostly 9.22 µM), for inactives: at the top dose activation of IL-2 secretion, actives largely listed as activators. 330,000 tested, under 10 active. AID 504894; further: % of control where 0% means no effect
#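 HTRF read-out of IL-2 secretion: europium cryptate donor excited at 320nm, d2 acceptor emission at 665nm. Cells were primary human leukocytes incubated 48 hr with compounds and a-CD3 beads, supplying TCR signal only.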
# TRPV1 agonist – agonists of human vanilloid receptor 1 (TRPV1); Q8NER1; TRPV1-expressing cells, Fluo-8 calcium influx, agonist mode; activation, % at 8.33 µM; 0.19% of 320,000 active; in the data active means activation above about 80%; inconclusive means between about 30% and that limit; further: 0% is about no effect
#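 Fluo-8 calcium influx in TRPV1-expressing cells, kinetic read (ex 480/em 520 nm). Compound added and read 3 min for agonist activity, followed by capsaicin at EC20 final and 2 min further read for enhancement.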
# TSHR antagonist – blocks TSH signaling through the human TSH receptor | P16473 | 0.2% of 330,000 active | activity change, negative = inhibition, % at 11.5 µM | TSHR-expressing cells, TSH-stimulated cAMP HTRF, 2 h; stronger effect = lower value;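 active means activity change below a set negative limit, meaning inhibition stronger than a set level, cut at about -70% in these data; inconclusive means activity change between two set negative limits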; further: on the % scale 0 is the no-effect control and ±100 the full control effect
#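 TSHR-expressing cells, 200/well, pre-treated with compound, then stimulated with EC80 TSH (4nM final) for 2 hours at 37 deg C. cAMP measured by competitive HTRF: anti-cAMP cryptate antibody in lysis buffer plus cAMP-d2, read after 30 minutes at room temperature.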
# Mito fusion yeast – mitochondrial division inhibition or fusion activation; Potency, µM (top dose mostly 46.1 µM), without a hit: at the top dose growth rescue (activation), usual class: activators; 0.23% of 320,000 active; S. cerevisiae fusion-defective mutant growth rescue, CellTiterGlo 48 h;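 further: potency means the concentration at half of the fitted maximal effect; % of control where 0% means no effect; nearly all actives have a fitted effect of over 45% in size; temperature-sensitive fusion mutants such as fzo1-1 at 37 °C on non-fermentable ethanol glycerol medium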
#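 Yeast fusion mutant, YPEG (non-fermentable carbon), compound, 48 h at 37C non-permissive; CellTiterGlo added, 10 min RT, luminescence read. Rescued growth = division inhibition.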
# KCNH2 3.1 block – blocks the human KCNH2 3.1 channel isoform. 0.95% of 340,000 active. AID 720553. U2OS KCNH2 3.1, thallium flux FluxOr; stronger effect = lower value. activity change, % (tested at about 1.8 µM);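 active means maximum activity change below -70%; inconclusive means maximum activity change from -70% to -50%; inactive means maximum activity change above -50%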;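 further: thallium influx rate constant from kinetic fluorescence after stimulation buffer; on the % scale 0 is the no-effect control and ±100 the full control effect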
#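 Thallium flux read-out: FluxOr dye with Red40 quencher in HBSS/HEPES, 45 min at RT. Rate constants from kinetic reads were normalized to positive and negative DMSO controls. Cells: U2OS virally expressing the 3.1 isoform.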
# ELG1 DNA repair – ELG1-dependent DNA repair inhibition | HEK293T ELG1-luciferase reporter, luminescence, 16 h; DNA damage induced by 5-fluorouridine | Potency, µM (highest dose often 46.1 µM), for the others: at the top dose activity change, negative = inhibition, hits mostly inhibitors | 2.3% of 330,000 active; further: potency means the concentration at half of the fitted maximal effect; on the % scale 0 is the no-effect control and ±100 the full control effect; nearly all actives have a fitted effect of over 55% in size
#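 Luminescence from the luciferase reporter, measured 30 min after ONE-Glo reagent at room temperature, was the read-out. Beforehand, 2,000 cells per well were exposed for 16 hr at 37 °C to 5-fluorouridine together with compound or vehicle.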
# * = called active by the depositor; i = inactive; ? = inconclusive; nt = not tested or not shown; [ ] = another dose, or the depositor's remark. Unless noted, the call rests on the fitted dose curve; in most records, active means well fitted curve in the direction sought with a large enough effect; inconclusive means small, poorly fitted or top-dose-only effect, or another doubt; inactive means no such curve, though single readings can be large; an effect the other way counts as inactive or inconclusive. The list is partial; rates above refer to the full screens.
(1) CCc1nnc(NC(=O)CSc2nc3c(cc2C#N)CCCC3)s1
(2) COc1ccc(-c2nc(NC(=O)CCNC(=O)c3ccco3)sc2C)cc1
(3) CCC(C(=O)N1CCOCC1)n1nc(C)c2sc3ccccc3c2c1=O (stereo not drawn)
(4) COC(=O)C1C(c2ccc(OC)c(OC)c2)NC(c2ccc(OC)c(OC)c2)C(C(=O)OC)S1(=O)=O (stereo not drawn)
(5) CCS(=O)(=O)c1ccc(O)c(NC(=O)COc2ccccc2)c1
(6) O=C(NOCc1ccccc1)c1ccc([N+](=O)[O-])cc1
(7) Cc1ccc(OCc2cc(C(=O)N3CCc4sccc4C3)no2)cc1C
(8) Cc1ccc(S(=O)(=O)N2CCN(C(=S)NCC3CCCO3)CC2)cc1 (stereo not drawn)
(9) CCNC(=O)COC(=O)/C=C/c1c(C)nn(Cc2cccc(OC)c2)c1Cl
(10) CC(C)Cn1c(SCC(=O)Nc2ccc(Cl)cc2F)nc(O)cc1=O

compound no.,1,2,3,4,5,6,7,8,9,10
TSHR antagonist,-8,-10,-2,-20,7,-2,11,-1,1,-6
KCNH2 WT inh,-1,-15,-7,-8,-1,8,5,-14,7,-3
ELG1 DNA repair,?,?,25%,-17%,2%,?,0%,7%,5%,12%
USP2a block,1%,3%,1%,0%,-1%,0%,-4%,-1%,-1%,2%
Eya2 phos inh,4%,-2%,?,4%,-3%,5%,-14%,-26%,5%,-20%
Mito fusion yeast,12%,1%,0%,-1%,-1%,-7%,0%,-4%,-2%,nt
A-T KAP1 phos,3%,3%,-2%,nt,-1%,-4%,7%,9%,5%,-6%
TRPV1 agonist,0,1,-2,3,2,30,?,3,17,nt
KCNH2 3.1 block,3,6,5,-26,18,0,nt,24,-18,-10
TCR act,-13%,4%,-6%,13%[46.1 µM],2%,4%,0%,3%,3%,-12%[46.1 µM]

(11) CCCCN(C(=O)c1ccc2c(c1)NC(=O)CS2)c1ccccc1
(12) Nc1nnc(SC2CC(=O)N(c3ccccc3)C2=O)s1 (stereo not drawn)
(13) CCN(CC(=O)Nc1ccc(OC)cc1)CC(=O)Nc1ccc2c(c1)OCO2
(14) CCCOc1ccc(C(=O)Nc2cc(S(=O)(=O)N3CCOCC3)ccc2N2CCOCC2)cc1
(15) CC(=O)Oc1ccc(C(=O)NC(C)CCc2ccccc2)cc1 (stereo not drawn)
(16) Cc1csc2c(=O)n(CCO)c(=O)[nH]c12
(17) CN(Cc1ccccc1)S(=O)(=O)c1ccc(NC(=S)NC(=O)C(C)(C)C)cc1
(18) CCCCCc1c(O)nc(SCCN2CCOCC2)[nH]c1=O
(19) O=c1c2c3c(sc2ncn1/N=C/c1cccnc1)CCCC3
(20) O=C(NCCc1ccccc1)C1CCCN1S(=O)(=O)c1ccc(Cl)cc1 (stereo not drawn)

compound no.,11,12,13,14,15,16,17,18,19,20
TSHR antagonist,-27,0,-2,-6,8,20,-6,-9,0,12
KCNH2 WT inh,12,-17,4,-8,-6,-4,-21,-3,9,-2
ELG1 DNA repair,-12%,0%,11%,?,?,-3%,?,?,13%,9%
USP2a block,-1%,3%,-2%,4%,1%,-10%,2%,-3%,0%,1%
Eya2 phos inh,-13%,-1%,-4%,-1%,-11%,-6%,1%,-6%,6%,5%
Mito fusion yeast,6%,4%,-1%,-2%,3%,1%,-6%,-3%,-4%,?
A-T KAP1 phos,-3%,nt,-3%,4%,-1%,-8%,-5%,8%,0%,-6%
TRPV1 agonist,2,-1,1,2,2,1,-4,3,19,0
KCNH2 3.1 block,2,-2,3,-10,38,-5,-1,3,-77*,11
TCR act,-4%,-5%,3%,15%,-5%,3%,-4%[46.1 µM],-4%,9%,-18%

(21) COc1ccc2cc(C=O)n(C)c2c1
(22) Cc1ccc(OCCN(C)C(=O)C2CCC(=O)N(CC3CCCCC3)C2)cc1 (stereo not drawn)
(23) COc1cc(SC)ccc1C(=O)Nc1ccc(S(=O)(=O)N2CCCC2)cc1
(24) CC(=O)N1CCc2c(sc(NC(=O)c3ccc4c(c3)OCCO4)c2C#N)C1
(25) C/C(=N\NC(=O)CN1CCCCC1)c1ccccc1O
(26) Cc1ccccc1-c1nc(CS(=O)(=O)CC(=O)NCc2ccccc2)c(C)o1
(27) O=C(CCSc1nnc(-c2ccncc2)o1)Nc1ccccc1Cl
(28) O=C(Nc1ccccc1)c1cccc(N2CCCC2=O)c1
(29) Cn1cc(S(=O)(=O)N2CCN(Cc3ccccc3)CC2)c(=O)n(C)c1=O
(30) Cc1ccc(S(=O)(=O)Oc2ccccc2/C=C2\SC(=O)NC2=O)cc1

compound no.,21,22,23,24,25,26,27,28,29,30
TSHR antagonist,2,-7,13,-7,-2,-3,nt,nt,-1,-24
KCNH2 WT inh,7,-9,2,8,-17,-6,-1,-1,-2,i
ELG1 DNA repair,1%,-29%,8%,?,?,?,nt,?,-1%,?
USP2a block,-5%,1%,-3%,1%,2%,3%,nt,0%,1%,1%
Eya2 phos inh,-15%,-6%,-8%[15.4 µM],-22%,0%,-1%,nt,6%,3%,14%
Mito fusion yeast,-2%,10%,5%,2%,6%,3%,7%,4%,4%,?
A-T KAP1 phos,8%,9%,4%,-5%,-3%,-7%,nt,0%,6%,0%
TRPV1 agonist,3,12,1,-1,4,3,-4,0,1,1
KCNH2 3.1 block,1,8,-10,2,-17,-25,-2,4,-20,-7
TCR act,-1%,-2%,-5%,-5%,0%,1%,-2%,-44%,4%,4%

# Brought forward from above: three compounds, then new ones.
(28) O=C(Nc1ccccc1)c1cccc(N2CCCC2=O)c1
(29) Cn1cc(S(=O)(=O)N2CCN(Cc3ccccc3)CC2)c(=O)n(C)c1=O
(30) Cc1ccc(S(=O)(=O)Oc2ccccc2/C=C2\SC(=O)NC2=O)cc1
(31) CCn1c(CC(=O)Nc2ccccc2)nnc1SCc1nc2ccccc2c(=O)[nH]1
(32) Cc1cc(OCC(=O)NCc2cccnc2)c2c(C)cc(=O)oc2c1
(33) Nc1c(N(Cc2ccco2)C(=O)c2ccc(Cl)cc2)c(=O)[nH]c(=O)n1Cc1ccccc1
(34) CC(C)(C)c1ccc(C(=O)/C=C2\NC(=O)CS2)cc1
(35) c1ccc(Nc2nc3ccccc3n3nnnc23)cc1
(36) c1ccc2nc3c(nc2c1)OCC1CCCCN31 (stereo not drawn)
(37) O=C(NC1(c2ccccc2)CC1)C1CCC(=O)N(Cc2ccc(Cl)cc2)C1 (stereo not drawn)
(38) COc1cc(C(=O)Nc2nc(-c3ccc(Cl)cc3)c(C)s2)ccc1OCC(=O)Nc1ccc(F)cc1
(39) COc1ccc(C(CNC(=O)COc2c(C)cc(C)cc2C)N2CCOCC2)cc1 (stereo not drawn)
(40) O=C(NC1CCCCCC1)C1CCN(C(=O)c2ccc(Cl)cc2)CC1
(41) Cc1cnc(NC(=O)c2ccc(-c3ccc([N+](=O)[O-])cc3)o2)s1
(42) O=C(NC(=S)NNC(=O)c1cccs1)c1ccc(Br)o1
(43) CCOc1ccccc1N(CC(=O)NC1CCCC1)C(=O)CCCC(=O)Nc1ccccn1

compound no.,28,29,30,31,32,33,34,35,36,37,38,39,40,41,42,43
TSHR antagonist,nt,-1,-24,0,9,3,-12,3,23,-11,1,53,-15,-4,8,0
KCNH2 WT inh,-1,-2,i,-5,17,8,-10,-3,-2,-9,-9,-9,6,-6,0,-12
ELG1 DNA repair,?,-1%,?,7%,13%,?,?,?,?,0%,?,-6%,0%,8%,3%,-3%
USP2a block,0%,1%,1%,7%,3%,-1%,1%,3%,-1%,-2%,1%,2%,-1%,2%,3%,1%
Eya2 phos inh,6%,3%,14%,6%,-8%,-21%,-5%,4%,12%,4%,-3%,7%,8%,-4%,0%,7%
Mito fusion yeast,4%,4%,?,3%,0%,-10%,10%,3%,4%,0%,-4%,-9%,3%,-1%,-4%,-1%
A-T KAP1 phos,0%,6%,0%,3%,-4%,-5%,10%,-3%,?,26%,-2%,5%,-5%,2%,2%,2%
TRPV1 agonist,0,1,1,-1,-3,1,26,4,-8,4,2,9,0,0,0,0
KCNH2 3.1 block,4,-20,-7,4,-12,0,-11,-2,3,-32,-15,14,-3,5,12,-15
TCR act,-44%,4%,4%,1%,-1%,-2%,-1%,-3%,-9%,2%,0%[46.1 µM],-5%,-8%,1%,-3%,2%

# Bioassay records: PubChem, National Center for Advancing Translational Sciences (NCATS)
